# NTR1 agonist – agonists of NTR1, primary screen, imaging, U2OS cells, beta-arrestin-GFP, high content (AID 493036); activation, % at 20 µM; 330,000 compounds, 0.17% hits; NTR1-U2OS beta-arrestin-GFP spot imaging, agonist mode;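 active = activation at or above 40% of the spot to cytoplasm intensity ratio, with at least 20 cells analyzed; inconclusive = wells under 20 cells, flagged as cytotoxic or low count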;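 also: 0% = DMSO without peptide and 100% = 100 nM NTR1 peptide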
# Target sequence (P30989 whole entry, looked up): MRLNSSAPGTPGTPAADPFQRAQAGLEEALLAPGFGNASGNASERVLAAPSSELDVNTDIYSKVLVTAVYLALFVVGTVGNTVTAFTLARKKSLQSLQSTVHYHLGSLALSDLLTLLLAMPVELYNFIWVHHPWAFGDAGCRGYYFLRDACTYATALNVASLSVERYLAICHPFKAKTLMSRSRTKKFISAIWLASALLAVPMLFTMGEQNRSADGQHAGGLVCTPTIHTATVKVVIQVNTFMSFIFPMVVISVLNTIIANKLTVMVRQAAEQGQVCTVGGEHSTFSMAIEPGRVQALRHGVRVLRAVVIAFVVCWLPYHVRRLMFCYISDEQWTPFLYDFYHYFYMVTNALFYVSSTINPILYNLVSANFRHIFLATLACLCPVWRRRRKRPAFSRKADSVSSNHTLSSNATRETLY
# GPR55 activation – GPR55 agonists via beta-arrestin recruitment, primary screen, imaging, U2OS cells, beta-arrestin-GFP redistribution (AID 1961) | U2OS GPR55 beta-arrestin-GFP redistribution imaging; higher % means a stronger effect | 290,000 compounds, 0.048% hits | activation, % at 10 µM, or EC50 in µM where a hit was titrated | G-protein coupled receptor 55 (Homo sapiens);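 active = activation above 40% with more than 50 cells counted in the well; inconclusive = wells holding fewer than 50 cells, flagged as toxic or sparse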;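 also: U2OS osteosarcoma cells stably expressing GPR55 and beta-arrestin-GFP; plate controls were DMSO negative control for no effect and LPI positive control for full effect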
# KOR beta-arrestin-1 – KOR antagonists, beta-arrestin recruitment, cell-based, luminescence, uHTS (AID 1778). Kappa-type opioid receptor (Homo sapiens). 290,000 compounds, 0.091% hits. one-dose inhibition, % at 10 µM; IC50 in µM for titrated hits. KOR beta-arrestin recruitment, luminescence, antagonist mode; higher % means a stronger effect; also: strong numbers were not always called active
# NOD1 inhibition – NOD1 signaling inhibitors, primary screen, cell-based, luminescence, uHTS (AID 1578). NOD1-driven NF-kB luciferase reporter cells, luminescence; higher % means a stronger effect. inhibition, % at 4 µM, or EC50 in µM where a hit was titrated. 290,000 compounds, 1% hits; in the data active = inhibition mostly above about 36%, no sharp cut-off; inactive = mostly below about 34%;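 also: HEK-293T reporter cells stimulated with the NOD1 agonist gamma-tri-DAP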
# T cell modulator – modulators of CD8 T cell-vesicle binding, primary screen, mouse 2C CD8+ T cells, flow cytometry. 330,000 compounds, 0.068% hits. AID 2052, 2009. 2C CD8+ T cell-vesicle binding; active compounds read low. calls only at 7 µM;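 active = response, share of CD8 T cells binding vesicles, and their 90th percentile fluorescence all below set limits, cut at about 80% in these data, passing the limit was not always enough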
#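 material = purified 2C TCR transgenic mouse naive CD8+ T cells | controls = Unloaded micro-vesicles (low), QL9 vesicles with 0.7% DMSO (high) | detection = cytometric PE anti-B7-1 and Alexa647 anti-CD8 signals after 1% paraformaldehyde fixation | incubation = binding step 1.5 h, 37 °C, antibody labelling 20 min, ice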
# HEK293 NOD2/NF-kB – NOD2 signaling inhibitors, cell-based, luminescence, uHTS, HEK293 (AID 1566); inhibition, % at 4 µM; hits with a dose series show EC50 in µM; 290,000 compounds, 0.63% hits; HEK293 NOD2/NF-kB luciferase reporter, luminescence; higher % means a stronger effect; also: many of its hits are not listed in these tables
# GPR55 antagonists – GPR55 antagonists blocking LPI-driven arrestin recruitment, primary screen, imaging, U2OS, beta-arrestin-GFP, LPI agonist (AID 2013); G-protein coupled receptor 55 (Homo sapiens); U2OS GPR55 beta-arrestin-GFP translocation imaging, LPI antagonism; higher % means a stronger effect; inhibition, % at 10 µM, or IC50 in µM where a hit was titrated; 290,000 compounds, 0.13% hits;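 active = spots per cell inhibited over 60%, with over 100 cells counted and total cytoplasm intensity under 500,000; inconclusive = wells with under 100 cells, flagged as likely toxic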;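 also: U2OS cells stably carrying GPR55 and arrestin-GFP stimulated by 5 µM LPI near EC80; imaged beta-arrestin-GFP aggregate spots per cell after agonist stimulation; plate controls were LPI-stimulated DMSO wells for no effect and DMSO wells without LPI for full effect; some results filed as inactive read as strong as hits; confirmed hits need IC50 under 10 µM and bright autofluorescent wells are also inconclusive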
# Myeloid diff MLP – induction of myeloid progenitor differentiation, primary screen, cell-based, flow cytometry, MLPCN library; 360,000 compounds, 1% hits; ER-HoxA9 myeloid progenitors, lysozyme-GFP differentiation; calls only at 10 µM;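 active = normalized GFP-positive differentiation at or above the plate's own cutoff, the solvent-only control mean plus 3 SD; inconclusive = no clear call, values can overlap the other calls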;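 also: cells exposed to compound for four days before flow analysis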
# KOR beta-arrestin-2 – KOR agonists, beta-arrestin recruitment, primary screen, cell-based, luminescence, uHTS (AID 1777). activation, % at 10 µM, or EC50 in µM where a hit was titrated. KOR beta-arrestin recruitment, luminescence; higher % means a stronger effect. 280,000 compounds, 0.02% hits. Kappa-type opioid receptor (Homo sapiens); in the data active = activation above about 50%, passing the limit was not always enough; also: a part of the inactive calls stands beside numbers as strong as those of hits
# T cell modulator vesicle-bound % – also measured in T cell modulator; calls as there; double positive events, %; measured here: CD8+ vesicle-bound cell fraction;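 binding gate set so that unloaded-vesicle control wells show 10% double positive cells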
# NTR1 agonist cell count 20 µM – also measured in NTR1 agonist; calls as there; cell count; measured here: cell count, cytotoxicity flag
# Myeloid diff MLP GFP+ MAC1+ % – further read-out of Myeloid diff MLP, marked with its call; GFP+ MAC1+ double positive, %; measured here: differentiation confirmed by MAC1 staining
# The depositor's hits bear a star; i = inactive; u = inconclusive; x = no result given; [ ] = remark or other dose. Rule as the data show it, unless noted: active = inhibition above about 50%; inactive = the rest.
SMILES,NTR1 agonist,NTR1 agonist cell count 20 µM,GPR55 activation,KOR beta-arrestin-1,NOD1 inhibition,T cell modulator,T cell modulator vesicle-bound %,HEK293 NOD2/NF-kB,GPR55 antagonists,Myeloid diff MLP,Myeloid diff MLP GFP+ MAC1+ %,KOR beta-arrestin-2
COc1cc(Cl)c(C)cc1NC(=O)CSc1nnc(CCC(=O)O)c(=O)[nH]1,-1.0,34,0.5%,-8%,-10%,i,38,-2%,-1%,i,0.1,1.0%
c1ccc2cc3[nH]c(CN4CCCCC4)nc3cc2c1,-0.4,94,0.3%,-15%,-27%,i,31,-4%,2%,i,2.2,-2.9%
O=C(N/N=C/c1cccnc1)C(=O)N1CCCCCC1,-0.6,34,0.5%,-7%,-11%,i,34,-22%,-5%,i,1.4,2.5%
O=C(CCC(=O)Nc1ccccc1Cl)NNC(=O)c1ccccc1[N+](=O)[O-],-0.4,23,-0.2%,-20%,1%,i,25,-14%,-2%,i,0.7,-0.4%
CCOc1ccc(N(CC(=O)Nc2ccc(C)c(Cl)c2)S(C)(=O)=O)cc1,1.8,60,0.5%,-114%[20 µM],-30%,i,58,-14%,0%,i,1.4,3.4%
O=C(CSc1ncnc2c1cnn2-c1ccccc1Cl)N1CCN(C(=O)c2ccco2)CC1,3.5,57,-0.2%,0%,-5%,i,12,2%,2%,i,0.8,4.1%
O=[N+]([O-])c1cc(-c2n(-c3ccccn3)c3ccccc3[n+]2-c2ccccn2)ccc1Cl,0.5,28,0.2%,12%,12%,i,5,10%,18%,i,0.8,11%
Cn1c2ccccc2c2nnc(SCC(=O)NCc3ccoc3)nc21,-1.2,57,-0.1%,-16%[20 µM],-7%,i,21,21%,-9%,i,0.1,-3.7%
COc1ccc(C2C(C(=O)Nc3cccc(C)n3)CCC(=O)N2c2ccc(OC)cc2)cc1 (stereo unspecified),-0.2,59,-0.1%,-6%,-36%,i,20,-2%,2%,x,x,0.0%
COc1ccc(C2/C=C\CN(CC3CC3)CC(=O)N2Cc2ccc(F)cc2)cc1 (stereo unspecified),-1.8,80,-0.1%,12%,3%,x,x,10%,-11%,i,1.6,-2.2%
Clc1ccc(N=C2SCC3CCCCN23)cc1 (stereo unspecified),-1.7,50,-0.4%,-6%,-47%,i,19,-54%,-7%,i,2.6,-0.2%
CCO[C@@H]1OC(C(=O)NCc2nc3ccccc3[nH]2)=C[C@H](C)[C@H]1CCCO,-4.1,91,0.1%,14%,-8%,x,x,9%,-4%,i,1.4,4.1%

# Some of these compounds in order of SMILES length, largest number first:
SMILES,NTR1 agonist,NTR1 agonist cell count 20 µM,GPR55 activation,KOR beta-arrestin-1,NOD1 inhibition,T cell modulator,T cell modulator vesicle-bound %,HEK293 NOD2/NF-kB,GPR55 antagonists,Myeloid diff MLP,Myeloid diff MLP GFP+ MAC1+ %,KOR beta-arrestin-2
O=C(CSc1ncnc2c1cnn2-c1ccccc1Cl)N1CCN(C(=O)c2ccco2)CC1,3.5,57,-0.2%,0%,-5%,i,12,2%,2%,i,0.8,4.1%
CCOc1ccc(N(CC(=O)Nc2ccc(C)c(Cl)c2)S(C)(=O)=O)cc1,1.8,60,0.5%,-114%[20 µM],-30%,i,58,-14%,0%,i,1.4,3.4%
c1ccc2cc3[nH]c(CN4CCCCC4)nc3cc2c1,-0.4,94,0.3%,-15%,-27%,i,31,-4%,2%,i,2.2,-2.9%

# Other results:
SMILES,NTR1 agonist,NTR1 agonist cell count 20 µM,GPR55 activation,KOR beta-arrestin-1,NOD1 inhibition,T cell modulator,T cell modulator vesicle-bound %,HEK293 NOD2/NF-kB,GPR55 antagonists,Myeloid diff MLP,Myeloid diff MLP GFP+ MAC1+ %,KOR beta-arrestin-2
Cn1c(N)c(N2CCCCC2)c(=O)n(CC(=O)Nc2ccc(Cl)c(Cl)c2)c1=O,0.3,34,-0.2%,-25%,-14%,i,51,11%,18%,i,1.2,-7.1%
CC(=O)NC(=S)Nc1cccc2ccc(C)nc12,0.1,41,0.4%,-4%,5%,i,24,-10%,-7%,i,0.9,1.3%
CCCCn1c(=O)[nH]c(=O)c2c1nc(-c1ccccc1F)n2Cc1ccccc1OC,4.0,50,-0.3%,3%,-4%,i,54,17%,20%,i,0.2,0.7%
O=C1NNC(c2ccccc2)=N/C1=C\c1ccc(Cl)cc1,0.4,51,-0.2%,-9%,9%,i,46,-65%,-14%,i,0.6,5.7%
COc1cc2ncnc(NCc3cccc(F)c3F)c2cc1OC,1.4,70,-0.1%,13%,1%,i,48,-170%,3%,i,0.5,-6.2%
c1ccc(-c2nnc(-c3ccccc3)nn2)cc1,2.7,35,0.3%,3%,-10%,i,59,-94%,17%,i,2.0,-1.5%
COc1cc2c(cc1OC)CN(C1CCC(C)CC1)CC2 (stereo unspecified),-1.0,50,-0.1%,-3%,-24%,i,38,-30%,14%,i,0.9,3.7%
O=C1CCCN1c1ccc(S(=O)(=O)N2CCN(c3ccccn3)CC2)cc1,-1.1,52,0.2%,-33%,-16%,i,20,12%,7%,i,1.5,0.8%
O=C(Cn1nc(-c2ccc(F)cc2)ccc1=O)Nc1ccc(C(=O)NC2CC2)cc1,-0.4,40,-0.1%,18%,-4%,i,24,8%,10%,i,0.7,-4.9%
Cc1ccc(S(=O)(=O)N2CCN(CCNC(=O)C(=O)NCc3ccccc3)CC2)cc1,-0.6,47,-0.1%,30%,-8%,i,51,10%,8%,i,0.6,-3.2%
O=C(NCCCn1ccnc1)c1nn2c(C(F)(F)F)cc(-c3ccc(Br)cc3)nc2c1Cl,3.8,57,-0.2%,-50%,14%,i,43,34%,7%,u,x,2.6%
CCCCc1c(O)nc(SCC(=O)N2CCCCC2)[nH]c1=O,0.3,60,-0.3%,4%,-9%,i,64,-6%,3%,i,0.7,-0.2%
O=C(Nc1nnc(CSCc2ccc(F)cc2)s1)c1ccc([N+](=O)[O-])cc1,12,75,0.1%,14%,2%,i,51,26%,-9%,i,1.7,9.1%
COc1cc(C(=O)Oc2cccc(C=O)c2)cc(OC)c1OC,4.4,52,-0.1%,-1%,16%,i,26,21%,-23%,i,1.2,-3.8%
Cn1cccc1Cc1nnc(SCC(=O)Nc2cccc(F)c2)n1CCc1ccccc1,14,45,1.2%,-21%,9%,i,29,5%,-1%,i,5.2,0.4%
O=C(CCC(=O)N1CCCC1)Nc1ccc(Cl)c(Cl)c1,0.3,68,0.2%,23%,-27%,i,10,3%,6%,u,x,-2.2%
CC(C)CC(OC(=O)c1ccc(Cl)nc1)C(=O)NC1CCCC1 (stereo unspecified),5.5,59,-0.2%,26%,-18%,i,42,6%,15%,i,0.4,-1.9%
Cc1cc(O)c(C(=O)/C=C/c2cccc([N+](=O)[O-])c2)c(=O)o1,1.7,58,0.3%,12%,11%,i,32,-6%,-5%,i,0.4,3.7%
COc1ccc(-c2cc(C(=O)OC3CCOC3=O)c3ccccc3n2)cc1 (stereo unspecified),0.1,91,0.3%,-61%,-21%,i,51,-9%,16%,i,1.4,1.0%
O=C(COC(=O)c1ccccc1SCC(=O)N1CCCC1)Nc1ccccc1,0.1,66,0.0%,36%,12%,i,4,-8%,13%,i,0.7,-4.9%
O=C(CCc1nnc(-c2ccc3c(c2)OCO3)o1)NC(c1ccccn1)C(F)(F)F (stereo unspecified),-1.6,27,0.0%,-10%[20 µM],14%,i,38,-4%,2%,i,0.4,x
CCN(CC)c1ccc(-c2nn3c(-c4cccnc4)nnc3s2)cc1,x,x,0.8%,-53%,14%,x,x,-36%,-17%,i,1.4,3.8%
COc1ccc(N(CC(=O)NC2CCCCC2)C(=O)CCCC(=O)Nc2ccccn2)cc1,-1.1,41,-0.1%,-40%,-13%,i,40,15%,-7%,i,1.3,1.5%
O=C(Nc1ccc(Cl)cc1)c1ccc(S(=O)(=O)N2CCOCC2)cc1,2.5,50,-0.2%,-53%,-6%,i,9,18%,3%,i,1.0,0.1%
CCCc1ccc(OCc2ccc(C(=O)NCc3cccnc3)o2)c(OC)c1,-0.4,51,-0.1%,-66%[20 µM],-13%,i,9,23%,1%,i,0.0,x
COC(=O)c1ccc(NC(=O)CN(C)Cc2cccc(F)c2)cc1,-1.0,41,-0.3%,-12%,-20%,i,28,-6%,6%,i,1.4,3.1%
Cc1ccc(CN2CCSc3ccc(C(=O)N4CCN(c5ncccn5)CC4)cc32)cc1,21,54,0.2%,22%,34%*,i,50,13%,-1%,i,2.5,3.8%
CSc1cc(/C=N/O)c(SC)s1,1.4,52,0.2%,-75%,34%,i,9,13%,-6%,i,1.0,-2.8%
COc1ccc(-n2c(-c3ccc(Br)cc3)n[nH]c2=S)cc1,1.2,57,-0.3%,-4%[20 µM],-30%,i,52,7%,-2%,i,0.8,-4.5%
CCOc1ccc(OCCNCc2ccc(OC(C)C(=O)N(C)C)c(OCC)c2)cc1 (stereo unspecified),0.1,115,-0.1%,56%,-7%,i,57,-16%,-4%,i,0.2,3.5%

# Structures shown so far that contain a nitro group on carbon (4):
SMILES,NTR1 agonist,NTR1 agonist cell count 20 µM,GPR55 activation,KOR beta-arrestin-1,NOD1 inhibition,T cell modulator,T cell modulator vesicle-bound %,HEK293 NOD2/NF-kB,GPR55 antagonists,Myeloid diff MLP,Myeloid diff MLP GFP+ MAC1+ %,KOR beta-arrestin-2
O=C(CCC(=O)Nc1ccccc1Cl)NNC(=O)c1ccccc1[N+](=O)[O-],-0.4,23,-0.2%,-20%,1%,i,25,-14%,-2%,i,0.7,-0.4%
O=[N+]([O-])c1cc(-c2n(-c3ccccn3)c3ccccc3[n+]2-c2ccccn2)ccc1Cl,0.5,28,0.2%,12%,12%,i,5,10%,18%,i,0.8,11%
O=C(Nc1nnc(CSCc2ccc(F)cc2)s1)c1ccc([N+](=O)[O-])cc1,12,75,0.1%,14%,2%,i,51,26%,-9%,i,1.7,9.1%
Cc1cc(O)c(C(=O)/C=C/c2cccc([N+](=O)[O-])c2)c(=O)o1,1.7,58,0.3%,12%,11%,i,32,-6%,-5%,i,0.4,3.7%

# The list is partial. The share of hits here may be higher or lower than overall.
